ADAM17 inh: ADAM17 inhibitors, primary screen, biochemical, QFRET; Disintegrin and metalloproteinase domain-containing protein 17 (Homo sapiens), P78536; recombinant ADAM17, EDANS/DABCYL FRET peptide cleavage; inhibition, % at 6.95 µM; hit rate 0.83% among 370,000; AID 720648, 2013;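 active = inhibition above the mean of compounds lying between control limits plus 3 SD, set per campaign, cut at about 8.5% in these data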;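 note: 0% = DMSO-only wells as the low control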
Target sequence (P78536 215-824 limits assumed): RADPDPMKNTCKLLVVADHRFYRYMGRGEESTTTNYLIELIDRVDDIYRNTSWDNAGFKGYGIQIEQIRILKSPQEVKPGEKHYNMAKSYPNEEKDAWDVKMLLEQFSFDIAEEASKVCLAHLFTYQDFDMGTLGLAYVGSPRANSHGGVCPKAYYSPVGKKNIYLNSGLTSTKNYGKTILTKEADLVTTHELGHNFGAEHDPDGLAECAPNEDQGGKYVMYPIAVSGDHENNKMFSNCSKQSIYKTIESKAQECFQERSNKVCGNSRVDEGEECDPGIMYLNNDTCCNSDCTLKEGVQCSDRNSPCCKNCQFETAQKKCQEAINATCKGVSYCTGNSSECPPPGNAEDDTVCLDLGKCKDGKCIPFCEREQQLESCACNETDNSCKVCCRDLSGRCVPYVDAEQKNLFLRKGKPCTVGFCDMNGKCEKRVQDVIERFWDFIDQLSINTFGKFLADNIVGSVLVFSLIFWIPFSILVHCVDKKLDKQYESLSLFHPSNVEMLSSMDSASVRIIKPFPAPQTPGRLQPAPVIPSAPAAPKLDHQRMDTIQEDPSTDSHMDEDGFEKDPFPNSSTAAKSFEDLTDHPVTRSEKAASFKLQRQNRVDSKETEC
hcDAF12 agonist: H. contortus DAF-12 nuclear receptor activators, primary screen, cell-based, luminescence, HEK293, lit1-tk-luc reporter; HEK293 hcDAF-12 lit1-tk-luc reporter; 0% DMSO, 100% Δ7-dafachronic acid; hit rate 1.4% among 370,000; activation, % at 6.8 µM;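 active = activation above the mean of all tested compounds plus 3 SD, cut at about 5.5% in these data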;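 note: 100% = response to 3 µM Δ7-dafachronic acid high control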
GC-A act: GC-A stimulated cGMP production enhancers – HEK293 GC-A cells, cGMP TR-FRET, EC30 ANP, primary screen | hit rate 0.14% among 370,000 | AID 1671463, 2021 | Atrial natriuretic peptide receptor 1 (Homo sapiens), P16066 | activation, % at 10 µM | 0% at EC30 ANP, 100% saturating ANP; in the data active = activation above about 40%
ssDAF-12 act: S. stercoralis DAF-12 nuclear receptor activators, primary screen, cell-based, luminescence, HEK293, GRIP1 co-expression, lit1-tk-luc; hit rate 1% among 370,000; HEK293 ssDAF-12/GRIP1 lit1-tk-luc reporter; % of 3 µM dafachronic acid response; AID 652126, 2013; Nuclear hormone receptor DAF-12 (Strongyloides stercoralis); activation, % at 6.8 µM;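 active = activation above the mean over all tested compounds plus 3 SD, cut at about 0.9% in these data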;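 note: 0% = DMSO-only wells and 100% = 3 µM delta7-dafachronic acid wells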
DAX1 inh-1: DAX1 (NR0B1) inhibitors, primary screen, cell-based, HEK293, Gal4-DAX1, luciferase luminescence. hit rate 0.99% among 340,000. inhibition, % at 6.75 µM. Nuclear receptor subfamily 0 group B member 1 (Homo sapiens), P51843. AID 504766, 2011. HEK293 Gal4-DAX1 luciferase reporter;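 active = inhibition above the mean over all tested compounds plus 3 SD, cut at about 4.2% in these data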;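 note: 0% = DAX1-transfected cells with DMSO and 100% = empty-vector control cells with DMSO; inhibition shows as a rise in luminescence from relieved DAX1 repression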
Target sequence (P51843 207-470 limits assumed): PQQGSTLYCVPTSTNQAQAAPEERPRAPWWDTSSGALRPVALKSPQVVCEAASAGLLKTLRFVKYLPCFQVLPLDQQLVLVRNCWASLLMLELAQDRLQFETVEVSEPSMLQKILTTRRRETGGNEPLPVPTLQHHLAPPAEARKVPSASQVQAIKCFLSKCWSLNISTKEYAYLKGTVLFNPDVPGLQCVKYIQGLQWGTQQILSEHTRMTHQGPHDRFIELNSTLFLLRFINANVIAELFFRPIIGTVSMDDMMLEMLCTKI
SMARCA2 act: SMARCA2 (BRM) function activators, primary screen, cell-based, luminescence, high throughput; activation, % at 9.1 µM; hit rate 1% among 370,000; AID 652017, 2013; MG213 cells, MMTV-luciferase reporter, dexamethasone, overnight; in the data active = activation above about 7.8%;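 note: 0% = vehicle wells and 100% = reference activator wells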
FXN GAA850 act: FXN promoter activators, primary screen, cell-based, luciferase luminescence, HEK293 lucGAA850; HEK293 lucGAA850 FXN promoter luciferase reporter, 24 h; percent of 10 µM SAHA response; activation, % at 6 µM; hit rate 0.56% among 360,000; AID 540364, 2011;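 active = activation above the average of all compounds screened plus 3 SD, cutoff fixed separately per campaign, cut at about 7.5% in these data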;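 note: 0% = DMSO wells and 100% = 10 µM SAHA wells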
hgDAF-12 ag: H. glycines DAF-12 receptor agonists, primary screen, cell-based, luminescence, HEK293, GAL4 fusion, UAS-luciferase; hit rate 1.8% among 370,000; AID 687014, 2013; activation, % at 6.8 µM; HEK293 GAL4-hgDAF12 UAS-luciferase reporter, agonist luminescence; normalized to butyrate control; Nuclear hormone receptor DAF-12 (Heterodera glycines), GAL4 fusion;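 active = activation above a cutoff set at the mean of all screened compounds plus 3 SD, cut at about 10% in these data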;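 note: 0% = DMSO wells and 100% = sodium butyrate wells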
PG9 Ab binder: binders of HIV-1 gp120 antibody PG9, primary screen, biochemical, TR-FRET. TR-FRET gp120-PG9 antibody binding. hit rate 0.43% among 360,000. HIV-1 gp120 / PG9 antibody interaction. inhibition, % at 6.7 µM. AID 624416, 2012; in the data active = inhibition above about 8.5%
DAX1 inh-2: DAX1 (NR0B1) inhibitors on StAR promoter, primary screen, cell-based, luminescence, SF-1 (NR5A1), full-length DAX-1 | HEK293T StAR-luciferase reporter, SF-1/DAX-1 repression relief | inhibition, % at 6.8 µM | hit rate 1.1% among 370,000 | AID 652010, 2013;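 active = inhibition above the mean over all tested compounds plus 3 SD, cut at about 3.6% in these data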;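 note: 0% = DAX-1 cells with DMSO and 100% = cells lacking DAX-1 with DMSO; higher inhibition means more luminescence from relief of DAX-1 repression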
ADAM10 inh: human ADAM10 inhibitors, primary screen, biochemical, QFRET, HTS; AID 720582, 2013; Disintegrin and metalloproteinase domain-containing protein 10 (Homo sapiens), O14672; hit rate 0.62% among 370,000; inhibition, % at 7 µM; recombinant ADAM10, EDANS/DABCYL FRET peptide cleavage, 3 h;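 active = inhibition above a per-campaign cutoff equal to the mean of compounds falling between control-based bounds plus 3 SD, cut at about 20% in these data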;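 note: 0% = DMSO wells while the 100% control is not disclosed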
* = called active by the depositor; · = no result given.

mol	hcDAF12 agonist	ADAM17 inh	PG9 Ab binder	ADAM10 inh	DAX1 inh-2	GC-A act	hgDAF-12 ag	DAX1 inh-1	ssDAF-12 act	SMARCA2 act	FXN GAA850 act
Cc1noc(C)c1CSCC(=O)Nc1ccc(Br)cc1Cl	-0.8	-5	1.7	-3	-0.4	1	-2.3	0.6	-1.5	-2	0.0
CCN1C[C@@H]2[C@@H]3C(=O)N(C)C(=O)[C@@H]3[C@](Cc3ccccc3)(C1=O)N2C(=O)c1ccc(Cl)cc1	-1.9	-2	0.9	-8	0.0	-8	1.3	-0.1	-1.4	0	-0.2
CCOc1ccc(-c2c(C(=O)N/N=C/c3ccsc3)nnn2-c2nonc2N)cc1	-0.6	-2	-1.1	5	-0.1	-3	0.7	0.6	-1.2	-4	-1.2
CCN1CCN(c2ccc([N+](=O)[O-])cc2S(=O)(=O)N2CCOCC2)CC1	-0.8	3	0.6	8	-0.1	-3	-0.4	0.5	-1.3	-2	0.9
CCOC(=O)Nc1ccc(Cc2ccncc2)cc1	2.0	-5	-0.2	2	-1.2	4	1.3	-0.3	-1.2	4	0.7
O=C1CSc2ccc(C(=O)N3CCN(c4ccccn4)CC3)cc2N1	-1.1	-6	0.3	0	-0.8	3	-0.8	-0.7	-1.5	-1	0.0
CC(/C=C/c1ccco1)=N/NC(=O)C1COc2ccccc2O1 (centres undefined)	1.6	-2	-2.7	-3	0.7	-2	2.1	1.8	-1.2	-2	-0.3
CC(=O)NNC(=S)NCCc1ccccc1	0.6	-2	-0.5	-2	-0.5	0	-1.3	-0.8	-1.1	-5	0.6
Cc1ccc(/C=N\Nc2cn[nH]c(=O)c2Cl)cc1	2.0	-4	1.3	-7	1.1	-3	3.8	2.4	-0.9	3	11*
COC(=O)C1N[C@@H]([C@@H](NC(=O)COc2ccccc2)C(=O)NCc2ccccc2)SC1(C)C (some centres undefined)	-1.7	-1	-0.4	2	-0.3	4	-0.6	0.1	-1.6	0	-1.0
O[C@H]1CN(Cc2cccs2)[C@@H](c2ccccc2)C[C@@H]1n1cc(C2CC2)nn1	-0.7	0	-2.4	-10	1.3	-2	1.9	-0.1	-0.7	-2	1.4
COc1ccc(N2C(=O)CSC2c2cccc(OC)c2OC)cc1 (centres undefined)	-0.7	-1	-1.1	6	-0.4	-10	-1.9	-0.3	-1.8	-4	3.6
COC(=O)C1=CN(C)C=C(C(=O)OC)C1c1ccc(Cl)cc1Cl	-0.6	-13	-2.2	-93	0.4	6	-0.2	-0.7	-0.8	0	0.0
COc1ccc(N2C(=NC(=O)c3ccccc3)SC3CS(=O)(=O)CC32)cc1 (centres undefined)	-2.6	-1	-2.3	9	-0.5	-8	1.3	1.6	-1.2	0	1.6
COc1ccc(C2C(C(=O)NCCN(C)C)c3cc(OC)c(OC)cc3C(=O)N2C)cc1OC (centres undefined)	-1.7	-4	1.8	-15	0.2	2	3.0	0.3	-1.2	-1	-1.2
CCOc1ccc(CCN2C(=O)C(=O)N([C@@H](Cc3ccc(O)cc3)CN3CCC[C@H]3CN3C(=O)C(=O)NC[C@@H]3CC(C)C)C[C@@H]2Cc2ccccc2)cc1	-0.8	-3	0.4	-9	-1.4	3	-0.7	·	-0.5	-4	·
O=C(NC1CCC(O)CC1)c1cc(-c2ccc(Cl)cc2)nc2ccccc12 (centres undefined)	-0.7	-4	-2.0	-20	-1.5	0	-2.7	0.1	-1.1	-1	1.2
CCOC(=O)c1c(N)n[nH]c1-c1ccc(OC)cc1	-1.3	-3	1.8	-2	-0.1	1	0.6	-1.2	-1.0	-3	0.9
CCc1cc(CC)c(/C=N/NC(N)=O)c(CC)c1/C=N/NC(N)=O	-2.4	-4	-0.5	-7	-0.4	-2	0.8	0.7	-1.2	-4	-0.1
CC1=C(C(=O)N(C)C)C(c2cccc(Cl)c2)NC(=O)N1 (centres undefined)	-1.6	-4	-1.7	1	-0.2	7	0.1	0.8	-0.7	1	-0.3
CCOC(=O)CSc1nnc(CSc2nc3ccccc3s2)n1C	0.3	-2	-0.3	-5	0.2	-1	1.3	-0.3	-1.2	-3	2.4
CCc1ccccc1NC(=O)c1cc(-c2ccco2)on1	0.2	-2	0.7	1	0.3	4	1.4	-2.2	-0.8	-1	5.5
c1ccc(-n2c(Sc3cnccn3)nnc2-c2cccs2)cc1	-1.3	2	-2.5	1	0.9	1	-0.3	-0.8	-1.0	2	1.6
COc1cc(NC(=O)CSc2cc(C)c3cc(C)cc(C)c3n2)c(C(=O)O)cc1OC	-0.3	-1	-1.1	3	1.0	0	-0.1	-1.6	-0.9	8.4*	-0.2
Cc1c(Cl)c([N+](=O)[O-])nn1CCCC(=O)Nc1cccc(Cl)c1	-0.9	-5	0.0	8	-0.4	-9	0.2	-1.4	-0.1	-1	-1.4
COc1cc(Cl)c(CNC[C@H]2O[C@@H](n3ccc(=O)[nH]c3=O)[C@H](O)[C@@H]2O)c(Cl)c1O	-0.1	0	0.2	-1	0.0	0	1.4	-0.8	-1.6	10*	0.7
Cc1cc(/C=N/NC(=O)C(=O)NCc2ccccn2)c(C)n1-c1cccc(Br)c1	-2.8	0	-2.3	-8	-0.8	4	0.6	-0.9	-1.9	0	1.7
Cc1cnc(-c2nnc(N(C)C(=O)c3cccnc3)s2)cn1	0.3	-8	-0.9	-21	0.2	-1	0.1	0.3	-0.1	5	2.7
Cc1ccccc1N=Cc1cc2c(cc1[N+](=O)[O-])OCO2	-0.4	-5	-0.1	0	0.0	2	-1.5	0.2	-1.1	0	2.7
COc1ccc(NC(=O)CSc2nc3c(c(=O)n2-c2ccc(F)cc2)SCC3)cc1	-0.8	-4	-0.2	-6	-1.1	-3	-2.7	0.7	-0.9	-4	0.0
O=C(NNC(=O)c1cccnc1SCc1cccc([N+](=O)[O-])c1)c1ccc(F)cc1	-1.3	2	-1.5	8	0.1	-1	0.7	-1.3	-1.3	-1	-5.3
COc1ccc(NC(=O)Cn2c(=O)n(Cc3ccco3)c(=O)c3ccccc32)cc1	-1.7	-3	-0.5	-3	-0.9	-3	0.8	0.4	-0.7	5	-0.5
COc1cc(NC(=O)Cn2nc(C(F)(F)F)c3c2CCCC3)cc(OC)c1OC	-0.6	4	-1.3	0	-1.2	-6	-0.3	-2.3	-1.9	-1	-2.7
O=C(CCSCc1ccccc1Cl)NCc1cccs1	0.8	-1	1.1	2	0.5	-5	1.5	1.9	-1.3	-2	0.8
C=CCn1c(=O)c2ccccc2n2c(SCC(=O)Nc3sc(C(=O)N(CC)CC)c(C)c3C(=O)OCC)nnc12	-1.5	-4	1.2	0	-1.1	-6	0.0	-0.4	-1.8	2	-2.6
COc1ccccc1N1CCN(S(=O)(=O)c2ccc3c(c2)NC(=O)C(C)C(=O)N3)CC1 (centres undefined)	1.1	-5	1.0	-20	-0.7	-2	2.0	0.8	-0.9	-1	0.0
CC(C)(C)c1ccc(C(=O)N2CCN(c3nc4ccccc4o3)CC2)cc1	-0.8	2	-0.7	4	0.2	-2	-1.3	0.6	-1.0	-2	-1.6
CCCN1C2CCCC1CC(NC(=S)Nc1cccc(C)c1C)C2 (centres undefined)	-0.8	-2	-2.4	5	0.3	-4	3.2	0.9	-1.3	1	2.1
CNC(=O)c1ccc(NC(=O)Cc2ccc(S(=O)(=O)N3CCOCC3)s2)cc1	0.3	2	-1.8	-15	0.8	0	-0.5	0.3	-1.1	-2	1.4
N#C/C(=C(/O)COC(=O)COc1cccc(Br)c1)c1nc2ccccc2[nH]1	0.2	-4	12*	-9	-0.7	2	-4.0	-1.7	-0.7	7	-0.4
COC(=O)c1ccc(COc2ccc(C(=O)c3ccccc3)cc2)o1	-2.6	1	-0.9	1	-0.9	0	-1.7	-0.4	-0.9	0	-0.1
O=C(NC1CCCC1)C1CCC(=O)N1CCc1ccccc1 (centres undefined)	-0.5	-7	0.6	-5	-0.6	-2	-0.3	1.5	-1.2	-4	-1.2
Cn1cc([N+](=O)[O-])c(C(=O)Nc2ccc(C3CCCCC3)cc2)n1	-1.4	7	1.1	8	0.5	2	3.5	0.1	-1.0	7	2.0
CCCn1nc(Oc2nc(NCC)nc(NC(C)C)n2)ccc1=O	-1.1	-7	2.2	1	-0.6	1	-1.8	1.2	-0.7	-5	1.7
CN1CCN(S(=O)(=O)c2ccc(N3CCN(C(=O)c4ccccc4)CC3)nc2)CC1	-0.3	-2	-2.1	-2	-0.2	1	-1.5	0.2	-0.8	2	-0.3
O=C(NNS(=O)(=O)c1ccc(Br)cc1)c1csnn1	0.0	-3	-1.8	-1	0.1	1	-0.5	5.1*	-0.5	-5	3.3
CCCN1CCN(CCCNC(=O)c2cc3c(=O)oc4ccc(C)cc4c3s2)CC1	-1.5	-14	-1.8	-49	-0.9	0	0.8	0.3	-1.0	0	-0.5
Cc1onc(-c2ccccc2)c1C(=O)NC1CCCCC1C (centres undefined)	0.9	3	0.7	1	-0.4	0	-0.2	1.6	-1.6	-2	-0.2
CCOc1ccc(NC(=S)NN2CCN(C)CC2)cc1	-2.0	3	-1.6	6	-0.6	0	-1.9	-0.8	-1.2	0	0.2
O=C(COc1ccc(Cl)cc1)OCC(=O)N1CCCC1	-1.1	-1	0.0	-1	0.1	2	-0.6	-0.2	-1.5	-2	-1.7
CCN1CCN(c2cc(C)c3cc(NC(=O)c4ccc(C)c(C)c4)ccc3n2)CC1	-1.8	3	0.0	-11	0.9	-10	0.3	-0.9	-1.1	1	2.0
COc1cccc(C(=O)Nc2nnc(-c3ccc(F)cc3)o2)c1	-1.2	-2	-0.3	-6	0.3	2	-1.6	-0.7	-1.1	0	1.6
CN(CC(=O)Nc1ccc(F)cc1)C(=O)COC(=O)CNC(=O)c1sc2ccccc2c1Cl	-1.2	-4	6.2	-3	2.2	-2	1.9	1.1	-1.2	-1	0.1
